# From PubChem
# TWEAK-Fn14 inh – inhibitors of TWEAK-Fn14 interaction signaling; inhibition, % at 10 µM; TWEAK-stimulated Fn14 reporter cells, luciferase luminescence, 8 h; hit rate 2% among 360,000; in the data active means inhibition above about 50%
# Shn3 3UTR inh – inhibitors of Schnurri-3 3'UTR reporter in osteoblasts | Clone20 osteoblast Shn3 3'UTR firefly luciferase, 24 h | inhibition, % at 12.5 µM | hit rate 0.52% among 360,000;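 active means mean inhibition of at least 75% with every replicate also reaching 75%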;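 further: 0% = median of neutral control wells and 100% = pilot-screen positive control compound; some compounds past the cut are filed as inactive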
# NR2E3 ag-1 – agonists of human nuclear receptor NR2E3; Q9Y5X4; GST-NR2E3/biotin-RetCOR TR-FRET, 1536-well; inhibition of corepressor binding, % at 4.78 µM; hit rate 0.12% among 320,000; AID 2300;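 active means percent inhibition above the cutoff of mean plus 3 SD of all tested compounds, set per screening campaign, cut at about 20% in these data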;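 further: 0% = DMSO wells and 100% = biotin wells as full block of FRET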
# Target sequence (Q9Y5X4 whole entry, looked up): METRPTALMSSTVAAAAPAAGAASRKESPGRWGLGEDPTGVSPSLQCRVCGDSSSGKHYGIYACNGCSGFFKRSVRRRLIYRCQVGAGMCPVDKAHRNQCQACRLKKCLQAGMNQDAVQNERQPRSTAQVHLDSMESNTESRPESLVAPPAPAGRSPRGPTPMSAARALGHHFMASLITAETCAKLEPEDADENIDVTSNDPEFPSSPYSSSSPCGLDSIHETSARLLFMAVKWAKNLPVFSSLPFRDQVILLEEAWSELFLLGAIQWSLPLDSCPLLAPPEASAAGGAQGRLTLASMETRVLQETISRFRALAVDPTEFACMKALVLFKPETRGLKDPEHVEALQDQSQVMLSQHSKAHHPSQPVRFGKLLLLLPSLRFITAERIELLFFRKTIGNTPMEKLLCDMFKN
#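 System: GST-tagged NR2E3 plus biotinylated RetCOR corepressor; Amount: 1.35 nM GST-tagged NR2E3 final; Dosing: single nominal compound dose of 4.8 µM; Schedule: 5 h incubation at 4 °C; Technique: TR-FRET with europium anti-GST and streptavidin-D2, 340 nm excitation; Controls: biotin wells as high control, 0.6% DMSO wells as low control.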
# KKLEB tox – CF airway cell cytotoxicity counter-screen. KKLEB CF airway cells viability, ATPlite luminescence, overnight; hits give low values; cells stimulated with P. aeruginosa culture filtrate. activity change (cytotoxicity), % at 5 µM. hit rate 0.36% among 360,000;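 active means corrected activity change at or below -50% at 5 µM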
# hiPSC survival – increases survival of single human iPS cells; survival enhancement, % at 20 µM; hit rate 0.044% among 360,000; hiPSC single-cell survival, ATPlite luminescence; 100% = ROCK inhibitor wells, 0% = DMSO; in the data active means survival enhancement above about 18%;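 further: cells exposed to compounds for 16 hours before the ATP read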
# NR2E3 ag-2 – activates human NR2E3 receptor; CHO-S Gal4-NCOR/VP16-NR2E3 two-hybrid, luciferase; inhibition of corepressor binding, % at 3.98 µM; hit rate 0.35% among 360,000; AID 602229;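 active means inhibition above the mean of all tested compounds plus 3 SD, cut at about 70% in these data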;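 further: 0% = DMSO with NR2E3 transfected cells and 100% = cells lacking NR2E3 construct; higher means lower luciferase signal from less NR2E3 corepressor binding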
# CF NFkB inh – inhibitors of cystic fibrosis induced NF-kB. KKLEB NF-kB-GFP reporter, PAF-induced, GFP fluorescence overnight. inhibition, % at 5 µM. hit rate 0.86% among 360,000;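 active means at least 50% inhibition at 5 µM, scaled per plate between neutral and stimulator controls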;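 further: PAF is a Pseudomonas aeruginosa culture filtrate used as stimulus; plate controls were PAF-stimulated DMSO wells for no effect and unstimulated DMSO wells for full effect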
# HIF-2a block – blocks HIF-2a reporter activity; 786-0 RCC cells HIF-2a reporter, luciferase luminescence, overnight; inhibition, % at 18.8 µM; hit rate 0.72% among 360,000; AID 624352;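 active means inhibition of the luminescence signal of 40% or more relative to plate controls, in a single-dose primary screen at 18.75 µM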
# Peg3 prom inh – inhibitors of Peg3 promoter | HeLa PEG-Prom luciferase reporter, luminescence, overnight | inhibition, % at 20 µM | hit rate 1.7% among 360,000 | AID 588405;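 active means inhibition of at least 50% at 20 µM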
# MITF TRPM1 inh – MITF TRPM1 promoter inhibition in SK-MEL-5 cells; SK-MEL-5 TRPM1 promoter luciferase, 24 h; inhibition, % at 12.5 µM; hit rate 0.83% among 330,000; AID 488899;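 active means mean inhibition across replicates of 60% or more, whatever share of single replicates reaches that level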; further: values of inactives mirror those of a sister screen read the other way
# aDG glyco up – alpha-DG glycosylation activation | activation, % at 10 µM | Pro5-aDG cells, alpha-DG glycosylation AlphaScreen (IIH6); 0% Pro5, 100% B10-LARGE cell signal | AID 624168 | hit rate 0.22% among 360,000;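 active means activation of at least 8% versus controls, or a plate z-score of at least 8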;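 further: Pro5 are CHO cells carrying HIG-tagged alpha-DG that lacks glycosylation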
# Starred values were filed as active, the others as inactive; / = no result given.
SMILES,TWEAK-Fn14 inh,Shn3 3UTR inh,NR2E3 ag-1,KKLEB tox,hiPSC survival,NR2E3 ag-2,CF NFkB inh,HIF-2a block,Peg3 prom inh,MITF TRPM1 inh,aDG glyco up
CCOc1ccc(NC(=O)C(NC(=O)C2CCC(C)CC2)C(C)C)cc1 (stereo not given),-11,-17,-3,19,-0.4,4,-10,13,10,-1,0.3
O=C(NCc1ccccc1)C1=C[C@H](c2csc3ccccc23)C[C@H](OCc2ccc(CO)cc2)O1,33,20,-2,-48,0.6,-20,53*,23,34,4,0.7
CCOc1ccccc1Nc1nnc(SC(C)C(=O)Nc2nc(-c3ccccc3)cs2)s1 (stereo not given),-65,27,-1,9,2.0,-26,-13,-56,-6,14,0.2
CC(Oc1cccc(Br)c1)C(=O)NNC(=O)CCS(=O)(=O)c1ccccc1 (stereo not given),5,17,/,4,0.0,-30,-8,1,-2,20,-0.2
CCN(CC)S(=O)(=O)c1ccc(N2CCOCC2)c(NC(=O)c2ccc3c(c2)OCCO3)c1,9,3,5,-10,0.5,-44,3,19,18,-15,0.3
CCOC(=O)C1CCN(C(=O)C2(NC(=O)Nc3ccccc3C)CCCCC2)CC1,8,10,2,2,-0.4,-22,-9,5,-15,-8,0.0
O=C(O)C1CCC(N2C(=O)C3C4CCC(C4)C3C2=O)CC1 (stereo not given),-9,15,-2,7,-0.3,-13,4,15,-6,4,0.0
C/C(=N\NC(=O)c1c(Br)c(C)nn1C)c1cccc(NC(=O)c2ccccc2C)c1,-19,-20,6,17,-0.1,-22,11,-47,-45,-5,0.0
CSc1n[nH]c(=S)n1N,12,/,-1,-2,-0.7,-14,-1,7,12,14,-0.2
NC(=O)c1cccnc1Nc1ccccc1Cl,-12,-26,1,10,-0.6,-44,-11,-95,-74,-43,0.0
CC(C)C[C@@H](CO)NC(=O)CC[C@H](NC(=O)OC(C)(C)C)C(=O)N(Cc1ccccc1)Cc1ccccc1,15,7,2,1,4.9,-22,-1,6,1,-1,0.4
CC(C)(C)OC(=O)N1CCCC1C(=O)N1CCCC1C(=O)N1CCCC1C(=O)O (stereo not given),4,-17,/,0,0.0,-15,-5,7,1,4,0.3
COCc1cc(C)nc(N/N=C/c2ccc(-c3ccc(Cl)cc3[N+](=O)[O-])o2)c1C#N,6,-4,/,8,3.4,7,-9,-5,-36,8,-0.1
Cc1ccc(C2C(C#N)=C(N)Oc3c2c(=O)n(C)c(=O)n3C)cc1 (stereo not given),3,-3,2,10,1.3,-7,-6,-2,4,3,-0.1
CCOc1ccccc1C(=O)NCCNC(=O)c1ccccc1OCC,-2,-9,-1,-2,-0.1,-31,-2,9,12,6,0.0
O=C(NCCN1CCC(n2c(=O)[nH]c3ccccc32)CC1)c1cccc(F)c1,-6,/,/,/,0.7,-20,/,-4,/,/,-0.1
COCCn1c(CNc2ccc(F)cc2)nnc1SCC(=O)Nc1ccc(OC)cc1OC,1,-7,0,-9,-1.9,-7,1,-9,13,17,0.0
O=C(CCCn1c(=O)[nH]c2ccsc2c1=O)Nc1ccc(F)cc1,12,8,0,-1,-0.7,-11,4,10,-3,3,-0.1
O=C(NCCc1ccccc1)c1ccc(=O)[nH]c1,5,-18,1,-9,-1.1,-22,-2,-31,-25,-6,-0.2
CC(C)c1ccc(C2NC(=O)NC3=C2CCc2ccccc23)cc1 (stereo not given),76*,43,-2,-30,2.7,8,26,3,-30,8,0.1

# 3 of the entries above in order of the CF NFkB inh value, ascending.
SMILES | CF NFkB inh
CC(C)(C)OC(=O)N1CCCC1C(=O)N1CCCC1C(=O)N1CCCC1C(=O)O (stereo not given) | -5
O=C(NCCc1ccccc1)c1ccc(=O)[nH]c1 | -2
CC(C)C[C@@H](CO)NC(=O)CC[C@H](NC(=O)OC(C)(C)C)C(=O)N(Cc1ccccc1)Cc1ccccc1 | -1

# (cont.)
SMILES,TWEAK-Fn14 inh,Shn3 3UTR inh,NR2E3 ag-1,KKLEB tox,hiPSC survival,NR2E3 ag-2,CF NFkB inh,HIF-2a block,Peg3 prom inh,MITF TRPM1 inh,aDG glyco up
CC(=O)Nc1cccc(-c2ccnc3c2CC(C(=O)Nc2cccc(Oc4ccccc4)c2)O3)c1 (stereo not given),57*,5,/,5,7.9,-8,-16,22,51*,/,-0.2
O=C(Nc1ccc(Cl)cc1)N1CCCN(c2ccc(C(F)(F)F)cc2[N+](=O)[O-])CC1,10,/,6,-2,0.8,38,6,15,16,-2,1.1
CN(CC(=O)Nc1ccc(N2CCOCC2)cc1)C(=O)COc1ccccc1F,15,14,0,0,-0.4,14,-1,11,1,7,-0.1
O=C(/C=C/NNC(=O)c1cccc(Br)c1)c1ccccc1,-3,-16,2,-6,1.7,-13,5,-12,-11,-4,-0.1
CCn1cc(C(=O)Nc2ncccc2O)c(=O)c2cc(F)c(N3CCN(C(=O)c4ccco4)CC3)cc21,17,27,-2,-3,-0.2,-29,8,7,53*,13,-0.5
CC(C)(C)OC(=O)N1CCCC(C(=O)Nc2ccc(C(=O)NC3CC3)cc2)C1 (stereo not given),-3,10,/,3,1.6,-57,-9,2,12,-3,0.0
COc1ccc(NC(=S)NNC(=O)COc2ccc(Cl)cc2Cl)cc1,1,17,2,3,1.7,-23,-18,-1,7,7,0.1
O=C(NCc1ccco1)c1cnn2c(C(F)(F)F)cc(-c3ccccc3)nc12,-14,22,2,-4,1.4,7,-25,15,18,0,-0.1
O=C1Nc2ccccc2/C1=N\N=C\C1=C(N2CCOCC2)C(=C\c2ccccc2)/CC1,24,19,6,11,-0.1,0,-6,21,77*,20,-1.4
O=C(c1ccco1)N1CCN(c2ncnc3scc(-c4cccs4)c23)CC1,8,39,-1,-4,5.0,-34,26,0,53*,16,0.1

# Entries shown so far with a CF3 group, in the order listed:
SMILES,TWEAK-Fn14 inh,Shn3 3UTR inh,NR2E3 ag-1,KKLEB tox,hiPSC survival,NR2E3 ag-2,CF NFkB inh,HIF-2a block,Peg3 prom inh,MITF TRPM1 inh,aDG glyco up
O=C(Nc1ccc(Cl)cc1)N1CCCN(c2ccc(C(F)(F)F)cc2[N+](=O)[O-])CC1,10,/,6,-2,0.8,38,6,15,16,-2,1.1
O=C(NCc1ccco1)c1cnn2c(C(F)(F)F)cc(-c3ccccc3)nc12,-14,22,2,-4,1.4,7,-25,15,18,0,-0.1

# Further entries
SMILES,TWEAK-Fn14 inh,Shn3 3UTR inh,NR2E3 ag-1,KKLEB tox,hiPSC survival,NR2E3 ag-2,CF NFkB inh,HIF-2a block,Peg3 prom inh,MITF TRPM1 inh,aDG glyco up
O=C(CSc1nccn1-c1cccc(F)c1)NC1CCCC1,16,2,/,-3,-0.1,27,10,3,20,/,-0.1
O=C1c2ccccc2C(Nc2cccnc2)N1Cc1ccc2c(c1)OCO2 (stereo not given),-6,-9,4,-18,-1.3,-19,24,4,8,/,-0.3
O=C(NCc1ccc2c(c1)OCO2)C1CC(=O)N(C2CCCC2)C1 (stereo not given),-8,-11,-1,-4,7.8,2,-1,7,-6,5,-0.1
Cc1ccc(S(=O)(=O)N2CCCCC2)cc1NS(=O)(=O)c1ccccc1F,-6,95*,/,5,2.9,-3,10,7,0,6,-0.2
CCOc1ccc(NC(=S)NCCCN2CCOCC2)cc1,3,-10,0,1,2.9,-3,-7,8,-1,5,0.2
CC(=O)c1c(C)[nH]c(C(=O)/C(C#N)=C/c2cccc(C)c2)c1C,37,-3,2,11,-0.1,-46,-20,21,-26,-7,-0.1
CCc1ccc(CNC(=O)c2ccc3c(c2)NC(=O)C(N2CCOCC2)S3)cc1 (stereo not given),15,12,0,-3,0.4,27,-17,16,15,0,0.4
Cc1ccc(S(=O)(=O)N2CCC(C(=O)OCC(=O)NC(C)c3ccc(F)cc3)CC2)cc1C (stereo not given),4,5,6,-15,0.4,-25,-1,9,2,3,-0.3
COc1ccc(Nc2oc(COc3ccccc3OC)nc2C#N)cc1,55*,24,5,5,0.2,8,-4,59*,77*,17,-0.2
Cc1ccc(-c2csc(N3CCN(c4cc5c(cc4Cl)nc(C(C)N)n5CCCO)CC3)n2)cc1 (stereo not given),-10,8,-1,14,-0.7,-9,-12,9,6,-1,-0.1
CCCNC(=O)N[C@@H](Cc1ccccc1)C(=O)OC,-14,-9,1,2,-1.4,-4,-10,7,17,8,0.0
COc1cc(OC)cc(N(C(=O)CNC(=O)c2ccco2)C(C(=O)NCC2CCCO2)c2ccccc2)c1 (stereo not given),19,9,5,-9,1.4,15,10,2,29,10,-0.3
OCC[C@@H]1C[C@@H](O)[C@H](O)[C@@]2(CCc3ccccc3O2)O1,-1,-2,0,-3,-1.5,-16,16,12,5,-4,0.1
COc1ccc(CCN2CC(C(=O)N3CCC(OC)CC3)CCC2=O)cc1 (stereo not given),-23,-9,0,4,-0.7,0,-7,-6,5,-7,0.0
Cc1ccc(C(=O)NCCNS(=O)(=O)c2ccccc2)cc1,-13,-18,-1,-6,7.5,-18,13,9,-1,1,-0.1
COC(=O)c1ccc(C(=O)Nc2ccc(C(C)C)cc2N)cc1,-16,-35,3,4,-2.4,-46,-10,-100,-118,-64,0.6
CCc1nc(Nc2cccc(F)c2)c2oc3ccccc3c2n1,15,-8,-3,-2,-0.4,-16,-7,-26,8,-4,0.3
CC(C)(C)C(=O)O/N=C(\N)c1c(Cl)cccc1Cl,8,18,1,5,1.1,-10,1,16,5,6,0.1
CC(=O)Nc1ccc(C2=CC(=O)C[C@H](c3ccc4c(c3)OCO4)C2)cc1,-24,-41,5,1,-3.0,-11,10,-13,-21,1,0.8
COc1ccc(OC)c(NC(=O)COc2ccc(S(=O)(=O)N3CCCC3)cc2)c1,24,23,3,4,0.8,-9,9,4,9,-2,0.0

# Reformatted: results already given.
compound | TWEAK-Fn14 inh | Shn3 3UTR inh | NR2E3 ag-1 | KKLEB tox | hiPSC survival | NR2E3 ag-2 | CF NFkB inh | HIF-2a block | Peg3 prom inh | MITF TRPM1 inh | aDG glyco up
OCC[C@@H]1C[C@@H](O)[C@H](O)[C@@]2(CCc3ccccc3O2)O1 | -1 | -2 | 0 | -3 | -1.5 | -16 | 16 | 12 | 5 | -4 | 0.1
CC(=O)Nc1ccc(C2=CC(=O)C[C@H](c3ccc4c(c3)OCO4)C2)cc1 | -24 | -41 | 5 | 1 | -3.0 | -11 | 10 | -13 | -21 | 1 | 0.8
